Screens from PubChem BioAssay.
D2 potentiator = D2 dopamine receptor (human) potentiation | P14416 | HEK293 T-REx D2, calcium flux, EC20 dopamine potentiation | potentiation, % at 10 µM | 0.34% of 340,000 active | AID 485347;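 active = potentiation over 3 SD above the plate norm, cut at about 30% in these data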; note: 0% is about no effect
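Cells plated with tetracycline inducer and held overnight at 30 C; calcium dye loaded 30–90 min at room temperature; baseline taken, compound added and read 180 s; EC20 dopamine then added and read 180 s.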
D1 agonist = human D1 receptor agonism. P21728. HEK293 T-REx D1 cells, calcium flux, agonist mode. activation, % at 2 µM. 1% of 360,000 active; in the data active = activation above about 30%; note: 0% is about no effect
Target sequence (P21728 whole entry, looked up): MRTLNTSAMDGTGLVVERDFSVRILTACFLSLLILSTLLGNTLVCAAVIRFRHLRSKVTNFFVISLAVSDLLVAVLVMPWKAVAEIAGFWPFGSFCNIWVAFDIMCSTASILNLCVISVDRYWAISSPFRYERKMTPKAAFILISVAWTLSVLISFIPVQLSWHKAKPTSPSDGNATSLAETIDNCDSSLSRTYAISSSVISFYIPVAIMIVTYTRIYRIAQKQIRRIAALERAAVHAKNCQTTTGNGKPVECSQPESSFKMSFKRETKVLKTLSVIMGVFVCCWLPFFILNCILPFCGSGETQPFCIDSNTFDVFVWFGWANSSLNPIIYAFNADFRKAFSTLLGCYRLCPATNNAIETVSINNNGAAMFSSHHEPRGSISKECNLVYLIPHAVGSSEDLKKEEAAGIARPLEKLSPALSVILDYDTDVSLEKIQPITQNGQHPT
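Inducible HEK293 T-REx D1 cells, force-coupled to calcium signalling, were plated at 4000 cells/well with tetracycline and held overnight at 30 C. After no-wash calcium dye loading, compound-evoked calcium rise over 180 s flagged agonists.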
D1 PAM = enhances dopamine response at the human D1 receptor; AID 504651; HEK293 TREx D1 cells, calcium flux, dopamine EC20 potentiation; 0.036% of 360,000 active; P21728; potentiation, % at 10 µM; in the data active = potentiation above about 30%; note: 0% is about no effect
RXFP1 ag = RXFP1 (human) receptor agonism | HEK293T-RXFP1 cAMP TR-FRET, 30 min; response scale: percent of porcine relaxin response, buffer zero | 0.3% of 370,000 active | AID 2676 | Q9HBX9 | Potency, µM (doses to about 57.5 µM), for inactives: at the top dose activation, actives largely listed as activators; note: potency is the fitted concentration of half-maximal effect; % is set by controls: 0 for no effect and ±100 for the full control effect; nearly all actives have a fitted effect of over 60% in size; many of its hits are not listed in these tables
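Agonist response is measured as cAMP accumulation in an RXFP1-transfected HEK293T line under PDE4 inhibition. Values are scaled between buffer-only and 29 nM porcine relaxin, and EC50s come from standard Hill equation fits.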
Vif-APOBEC3G blk = Vif-A3G binding inhibition; Q9HC16; HeLa A3G-eYFP + Vif (tagged APOBEC3G with the HIV-1 protein that degrades it), YFP fluorescence, overnight; Potency, µM (titrated, usually from 46.1 µM), inactives show at the top dose activity, negative = active, hits mostly inhibitors; 0.076% of 410,000 active;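 note: potency is the fitted concentration of half-maximal effect; % is set by controls: 0 for no effect and ±100 for the full control effect; nearly all actives have a fitted effect of over 60% in size; hits raise eYFP signal because A3G escapes Vif-driven loss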
Target sequence (Q9HC16 whole entry, looked up): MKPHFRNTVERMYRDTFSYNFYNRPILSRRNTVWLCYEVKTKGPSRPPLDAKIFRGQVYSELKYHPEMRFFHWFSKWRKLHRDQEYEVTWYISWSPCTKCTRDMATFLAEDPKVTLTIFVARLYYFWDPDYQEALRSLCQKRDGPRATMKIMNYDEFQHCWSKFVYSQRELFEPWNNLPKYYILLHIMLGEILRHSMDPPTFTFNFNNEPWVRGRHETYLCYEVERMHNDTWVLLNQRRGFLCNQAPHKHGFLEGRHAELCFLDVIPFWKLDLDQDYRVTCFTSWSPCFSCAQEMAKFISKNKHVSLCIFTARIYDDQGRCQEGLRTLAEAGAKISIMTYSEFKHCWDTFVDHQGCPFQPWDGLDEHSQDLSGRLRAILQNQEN
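Read-out is eYFP fluorescence (Ex 488/Em 500-530) from Vif-expressing HeLa A3G-eYFP cells; more signal means A3G escaped Vif-mediated degradation. Cells plated overnight, compound pinned in, incubated overnight at 37 deg C.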
D1 antag = antagonists of human D1 dopamine receptor; P21728; HEK293 TREx D1 cells, calcium flux, dopamine EC80; hits give low values; activity change, negative = inhibition, % at 10 µM; 3.2% of 360,000 active; in the data active = activity change below about -30%; note: % is set by controls: 0 for no effect and ±100 for the full control effect
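Compound effects on dopamine-evoked calcium signalling were measured in tetracycline-induced HEK293 Trex D1 cells. Dopamine at EC80 followed a 180 s compound pre-read, and fluorescence was tracked kinetically for 180 s more.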
Vif-APOBEC3F blk = blocks the Vif interaction with APOBEC3F. Potency, µM (series often up to 46.1 µM), inactives show at the top dose activity, negative = active. 0.2% of 390,000 active. HeLa A3F-eYFP + Vif (tagged APOBEC3F with the HIV-1 protein that degrades it), YFP fluorescence increase; note: potency is the fitted concentration of half-maximal effect; % of control where 0% means no effect; nearly all actives have a fitted effect of over 65% in size
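HeLa cells stably expressing A3F-eYFP plus Vif, plated and incubated overnight at 37 deg C, then exposed to compounds overnight at 37 deg C. Blocked degradation read as raised yellow fluorescence (Ex 488/Em 500-530).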
LDHA block = blocks human lactate dehydrogenase A. P00338. purified LDHA, NADH/diaphorase-resazurin fluorescence; hits give low values. activity change, % (values are at about 110 or 230 µM). 0.15% of 480,000 active; in the data active = activity change below about -30%; inconclusive = mostly about -25% to -30%;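 note: plate controls were DMSO wells for no effect and wells without enzyme for full effect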
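Human LDH5 at 2 nM final in Tris HCl pH 7.4 with 0.06 mM NADH and 0.2 mM pyruvate, reacted 5 minutes at room temperature. Remaining NADH coupled via diaphorase/resazurin; resorufin fluorescence read at 0 and 20 minutes, normalized to enzyme-free and DMSO wells.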
Glioma ERSR ind = induces the endoplasmic reticulum stress response in human glioma cells | U87-MG GRP78 promoter luciferase reporter, 16 h | 0.02% of 420,000 active | Potency, µM, for the others: at the highest dose activation, hits mostly activators | AID 602332; note: potency is the fitted concentration of half-maximal effect; series mostly up to about 76 µM; % of control where 0% means no effect; nearly all actives have a fitted effect of over 35% in size
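Stably transfected U87-MG glioma cells carrying a GRP78-based luciferase sensor; 16 h compound incubation. Luminescence end-point read 10 min after Bright-Glo addition at room temperature.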
The depositor's hits bear a star; ? = inconclusive; . = not tested or not shown; & = joins results of further samples. Unless noted, calls come from the whole dose curve; as a rule, active = well fitted curve in the direction sought with a large enough effect; inconclusive = small, poorly fitted or top-dose-only effect, or another doubt; inactive = no such curve, though single readings can be large; an effect the other way counts as inactive or inconclusive. Not all compounds are listed; rates above refer to the full screens.

Sample of the layout (four entries):
SMILES | D2 potentiator | D1 agonist | D1 PAM | RXFP1 ag | Vif-APOBEC3G blk | D1 antag | Vif-APOBEC3F blk | LDHA block | Glioma ERSR ind
COc1ccccc1NC(=O)CSc1nnc(CC(=O)Nc2ccccc2)n1C | 2 | 1 | -5 | -0.2% | -4% | 3 | 4% | 2 | -3%
CC1(C)CC(=O)C(C2NCCc3ccccc32)=C(O)C1 (stereo not drawn) | 26 | 1 | 7 | -0.2% | 1% | 8 | -1% | -5 | 1%
O=C(NCC(=O)N1CCCC1)c1ccc(Br)cc1 | 3 | 6 | . | 2.7% | 2% | -7 | 5% | -14 | 1%
S=c1[nH]nc(-c2cc3c(s2)-c2ccccc2CC3)o1 | -4 | 2 | -4 | 18% | -10% | -9 | -14% | -17 | 7%

Main list (from the top)
SMILES | D2 potentiator | D1 agonist | D1 PAM | RXFP1 ag | Vif-APOBEC3G blk | D1 antag | Vif-APOBEC3F blk | LDHA block | Glioma ERSR ind
COc1ccccc1NC(=O)CSc1nnc(CC(=O)Nc2ccccc2)n1C | 2 | 1 | -5 | -0.2% | -4% | 3 | 4% | 2 | -3%
CC1(C)CC(=O)C(C2NCCc3ccccc32)=C(O)C1 (stereo not drawn) | 26 | 1 | 7 | -0.2% | 1% | 8 | -1% | -5 | 1%
O=C(NCC(=O)N1CCCC1)c1ccc(Br)cc1 | 3 | 6 | . | 2.7% | 2% | -7 | 5% | -14 | 1%
S=c1[nH]nc(-c2cc3c(s2)-c2ccccc2CC3)o1 | -4 | 2 | -4 | 18% | -10% | -9 | -14% | -17 | 7%
CCOC(=O)c1cc(C#N)c(C)nc1N(CC)CC | -1 | 2 | 0 | -1.2% | 0% | -4 | -14% | 0 | -9%
Cc1ccc(/C=N/n2c(=O)c(C(C)(C)C)nn3cnnc23)cc1 | -1 | 0 | 13 | 0.9% | -1% | 2 | -3% | -7 | 0%
CCOC(=O)c1cnn(CCOC(=O)c2cccc(F)c2)c1NC(=O)c1cccc(F)c1 | 3 | 7 | -9 | 2.7% | 0% | -3 | 5% | -2 | -4%
CCCc1nc2ccccc2c(=O)n1/N=C/c1ccc(O)c(O)c1 | 5 | 12 | -4 | 1.3% | 1% | -22 | 0% | 12 | 2%
Cc1onc(-c2ccccc2)c1CNS(=O)(=O)c1ccccc1 | 0 | 0 | 2 | 0.7% | -6% | 12 | 1% | -3 | -5%
c1ccc(-c2cc3c(N4CCCCC4)ncnc3s2)cc1 | -4 | 0 | -5 | 8.5% | -8% | 8 | 15% | -13 | -2%
Cc1ccc(Cl)cc1NC(=O)COC(=O)CCN1C(=O)C2CC=CCC2C1=O (stereo not drawn) | . | . | . | . | -1% | . | 5% | -10 | -4%
Cc1cccc(OCc2nnc(SCC(=O)N3CCN(C(=O)c4ccco4)CC3)n2C)c1C | -12 | 0 | 24 | -1.2% | -1% | -27 | 1% | -2 | -3%
CCC(=O)Nc1ccc(C(=O)CSc2nnc(-c3ccc(NS(=O)(=O)CC)cc3)o2)cc1OC | -12 | 4 | -6 | 1.4% | -2% | 5 | 3% | 0 | -3%
CSc1ccccc1OCc1cc(C(=O)NCc2cnc(C)cn2)no1 | -8 | 0 | -2 | -3.8% | 0% | 15 | 1% | -1 | -1%
[O-][N+]12CC[N+]([O-])(CC1)c1ccccc12 | -3 | 3 | 0 | 2.0% | 1% | -4 | 3% | -2 | -4%
Cc1c(C)n(C)c2ccc(C(=O)Nc3cccc4ccccc34)cc12 | . | . | . | -1.8% | ? | . | 2% | 2 | 0%
CCOC(=O)/C(C#N)=C/c1c(Oc2cccc(C)c2)nc2c(C)cccn2c1=O | 3 | 1 | 1 | 0.1% | 1% | 0 | 5% | -7 | -4%
CC(=O)Nc1ccc(S(=O)(=O)NCCC(=O)OCC(=O)c2ccc(Br)cc2)cc1 | -2 | 10 | -2 | 1.6% | 3% | -22 | 11% | -3 | -4%
Cc1cccc(N/C=C/c2onc(C)c2[N+](=O)[O-])c1 | -14 | 16 | 6 | -0.6% | -28% | -2 | -10% | -1 | 3%
NC(=O)c1cc(Cl)ccc1OCC(=O)Nc1ccc2c(c1)OCO2 | 1 | -1 | 0 | -1.1% | -5% | 1 | 11% | 0 | -4%
CCOC(=O)CN(c1cc([N+](=O)[O-])ccc1OC)S(C)(=O)=O | 5 | 2 | -1 | -5.8% | -3% | -1 | -3% | -8 | -2%
COc1cc(N2N=C(c3ccccc3)CC2c2ccccc2)c(C=O)cc1C=O (stereo not drawn) | -3 | -2 | 1 | -0.2% | 0% | 12 | 1% | -2 | -4%
O=C(CSc1ccccc1F)NCCCN1CCCC1=O | -6 | 2 | -3 | 2.3% | 1% | -11 | 11% | -3 | -1%
COC(=O)Cn1c(O)c(N=NC(=O)CNC(=O)c2ccc3c(c2)OCCO3)c2ccccc21 | -4 | 6 | -3 | -0.8% | -8% | -5 | 1% | 3 | 0%
COc1cccc(-n2c(-c3ccco3)nc3c(cnn3-c3ccc(Cl)cc3)c2=O)c1 | 10 | 11 | -3 | 3.0% | 0% | -5 | -1% | 2&-3 | -1%
CC1CCC(Nc2ncnc3onc(-c4ccc(F)cc4)c23)CC1 (stereo not drawn) | -7 | 2 | -5 | 2.1% | 3% | 10 | 2% | 0 | -2%
CC1CCCN(C(=O)CSc2nnc(-c3cccnc3)n2C2CCCCC2)C1 (stereo not drawn) | -3 | 0 | -1 | 0.0% | 0% | 1 | -7% | 0 | 2%
O=C(NNC(=O)c1ccccc1[N+](=O)[O-])Nc1ccccc1C(F)(F)F | -4 | -1 | 3 | -0.8% | -5% | -8 | -1% | -2 | -5%
Cc1ccc(CNCc2cccnc2)cc1 | . | 1 | -6 | -0.4% | 5% | 2 | . | -7 | -4%
O=C(O)CN1CCCCCC1=O | -1 | 2 | -8 | 1.5% | 3% | -2 | 6% | -1 | -5%
CCOC(=O)c1cc(-c2ccccc2C)nn1Cc1cc(C)no1 | 16 | 4 | -7 | -0.1% | 1% | 0 | 0% | 6 | 3%
COc1ncnc2c1ncn2CCCNCc1ccccc1 | . | . | . | . | -3% | . | 3% | -7 | -1%
Cc1noc(C)c1C(=O)OCC(=O)c1cc(C)n(Cc2ccccc2Cl)c1C | 5 | 6 | -12 | -1.7% | 7% | -38* | -2% | -2 | 13%
Cc1ccc(CNC(=S)NC2CCC(C(C)(C)C)CC2)cc1 (stereo not drawn) | 2 | 6 | -2 | -2.1% | 2% | -25 | -23% | -3 | 0%
COc1ccccc1NC(=O)COC(=O)c1cc(C)oc1C | . | . | . | . | -1% | . | 0% | -10 | 0%
O=C(CN(C(=O)CCC(=O)Nc1nccs1)c1ccc(F)cc1)NCc1ccc(F)cc1 | 12 | 3 | -5 | 1.8% | 1% | -5 | 13% | -3 | 1%
Cc1ccc(Cl)cc1NC(=O)COC(=O)CN1C(=O)C2CCCCC2C1=O (stereo not drawn) | 11 | 1 | -2 | 1.8% | 0% | 4 | -3% | -2 | 0%
CC(=O)c1ccc(OCc2cc(C(=O)N(C)Cc3nc4c(C)cccc4[nH]3)no2)cc1 | -5 | 2 | -1 | 3.5% | -9% | -8 | 4% | -3 | -1%
CCCCCSc1nnc2c(n1)OC(C)N(C(C)=O)c1ccccc1-2 (stereo not drawn) | 15 | -1 | . | -0.3% | 1% | -3 | 3% | -13 | -4%
Cc1cc(C)c(NC(=O)CN(C)C(=O)CCC(=O)c2ccc(C)s2)c(C)c1 | -5 | 1 | -3 | 4.3% | 2% | -14 | 2% | -8 | -1%
COC(=O)c1sc(C(C)(C)C)cc1CS(=O)(=O)c1ccccn1 | -5 | 2 | 2 | -0.6% | 1% | -13 | 3% | 1 | 1%
CCC1(c2ccccc2)NC(=O)N(CC(=O)NNC(=O)c2ccc(F)cc2)C1=O (stereo not drawn) | 5 | 3 | -2 | 0.7% | 0% | -9 | 6% | -3 | -2%
CCn1cc(C(=O)Nc2ncccc2O)c(=O)c2cc(F)c(N3CCN(C(=O)c4ccco4)CC3)cc21 | -1 | 3 | 1 | 0.1% | -4% | 14 | -5% | 4 | -3%
CCCCn1c(N)c(N(CC(C)C)C(=O)c2cc(-c3ccc(OC)c(OC)c3)nc3ccccc23)c(=O)[nH]c1=O | 9 | 0 | -2 | -1.3% | -5% | 16 | -3% | 0 | 0%
O=C(Nc1nccs1)C1C2CC3OC(=O)C1C3C2 (stereo not drawn) | 4 | 4 | 1 | 1.3% | 2% | 14 | 4% | -7 | -4%
CCNc1ccc(C(=O)OCC(=O)Nc2cc(C)on2)cc1[N+](=O)[O-] | -1 | 1 | -5 | -2.3% | -1% | -2 | 8% | -7 | 2%
COc1ccc(OC)c(N(C(=O)c2ccco2)C(C(=O)NC2CCCC2)c2cc(OC)c(OC)c(OC)c2)c1 (stereo not drawn) | -1 | 2 | 0 | -0.9% | -5% | 5 | -6% | 0 | -6%
Cc1csc2nc(COc3ccccc3NC(=O)c3ccco3)cc(=O)n12 | 1 | 0 | -4 | 0.7% | 6% | -10 | 0% | 8 | -2%
COc1ccccc1/C=C/C(=O)NCC(=O)N/N=C/c1ccccc1 | -22 | 3 | -4 | -0.1% | 0% | -5 | -7% | -12 | -2%
Cc1ccc(S(=O)(=O)N2CCCCC2)cc1NC(=O)COC(=O)c1c(F)cccc1F | 31* | 5 | 3 | -2.3% | 1% | 19 | -1% | -6 | -2%
CC(=O)c1cccc(Nc2nc(-c3sc(C)nc3C)cs2)c1 | -3 | 4 | -9 | 1.1% | ? | 0 | -2% | -6 | 1%
CC(C)=CCC/C(C)=C/COc1ccc2ccc(=O)oc2c1 | -4 | 13 | 4 | 2.3% | -1% | 2 | -2% | 1 | -3%&2%&-2%&5%
CC(C)(C#N)NC(=O)c1ccco1 | 21 | 7 | -5 | 2.0% | 2% | -8 | 2% | -5 | -2%
COc1ccc(CNC(=O)Nc2cccs2)cc1OC | 20 | 2 | 1 | -0.8% | 2% | 9 | 1% | -7 | 0%
N#Cc1c(Nc2ccccc2)c(/C=N/N=C/c2ccccc2)c[nH]c1=O | 0 | 0 | 1 | -0.1% | 3% | 3 | 8% | -4 | 3%
